# From PubChem BioAssay
# EPAC2 antagonist – EPAC2 (human) antagonism; Q8WZA2; EPAC2 GEF exchange of Rap1B-BODIPY-GDP, fluorescence; Potency, µM (highest dose often 114 µM), inactives show at the top dose activity, negative = inhibition, hits mostly inhibitors; 0.18% of 360,000 active; note: potency is the fitted concentration of half-maximal effect; % is set by controls: 0 for no effect and ±100 for the full control effect; nearly all actives have a fitted effect of over 45% in size; many of its hits are not listed in these tables
# Target sequence (Q8WZA2 whole entry, looked up): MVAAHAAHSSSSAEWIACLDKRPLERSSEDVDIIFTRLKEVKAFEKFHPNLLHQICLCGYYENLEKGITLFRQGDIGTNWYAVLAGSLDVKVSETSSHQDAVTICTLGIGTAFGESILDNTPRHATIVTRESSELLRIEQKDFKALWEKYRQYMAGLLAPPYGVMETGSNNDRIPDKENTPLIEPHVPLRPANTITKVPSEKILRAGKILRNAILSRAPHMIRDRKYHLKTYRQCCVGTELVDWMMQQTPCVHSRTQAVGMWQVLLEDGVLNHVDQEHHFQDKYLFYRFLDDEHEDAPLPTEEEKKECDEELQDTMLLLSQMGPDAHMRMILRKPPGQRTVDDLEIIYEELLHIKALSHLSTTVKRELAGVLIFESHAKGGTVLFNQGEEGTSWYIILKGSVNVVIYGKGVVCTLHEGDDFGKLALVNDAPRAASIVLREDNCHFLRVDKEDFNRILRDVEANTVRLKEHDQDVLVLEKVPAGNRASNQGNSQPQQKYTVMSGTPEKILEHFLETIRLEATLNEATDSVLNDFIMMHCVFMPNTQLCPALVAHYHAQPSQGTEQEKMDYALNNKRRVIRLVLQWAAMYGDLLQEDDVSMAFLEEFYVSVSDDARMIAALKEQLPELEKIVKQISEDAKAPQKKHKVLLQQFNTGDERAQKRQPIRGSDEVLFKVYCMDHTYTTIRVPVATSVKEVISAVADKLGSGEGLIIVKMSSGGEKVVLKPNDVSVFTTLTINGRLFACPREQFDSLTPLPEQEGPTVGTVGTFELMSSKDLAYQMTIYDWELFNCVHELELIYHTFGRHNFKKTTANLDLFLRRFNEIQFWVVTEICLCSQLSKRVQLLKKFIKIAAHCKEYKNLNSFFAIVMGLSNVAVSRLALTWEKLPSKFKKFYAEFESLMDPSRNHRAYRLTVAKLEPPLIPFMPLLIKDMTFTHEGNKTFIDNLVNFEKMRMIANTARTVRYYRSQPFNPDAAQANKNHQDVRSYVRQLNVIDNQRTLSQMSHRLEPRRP
# pAkt inh – Akt phosphorylation inhibition. Neuro2A IGF-stimulated pAkt S473 HTRF, 20 min; hits give low values. activity change, % for hits at 50 µM. 0.32% of 360,000 active. AID 651550; in the data active = activity change below about -80%; inconclusive = mostly about -51% to -80%; note: % is set by controls: 0 for no effect and ±100 for the full control effect
#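 Neuro2A cells (4,500/well, DMEM with 0.5% FBS) were treated with compound at a single 50 µM final concentration, stimulated with 6 nM IGF for 20 min at 37 °C, and lysed. Phospho-Akt Ser473 was read by HTRF as 665/615 ratio ×10^4.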
# Nrf2 activator – activators of Nrf2 (ARE) signaling; AREc32 ARE-luciferase reporter (MCF7-derived line), luminescence, 24 h; Potency, µM (top dose mostly 46.1 µM), without a hit: at the highest dose activation, usual class: activators; 0.31% of 410,000 active; note: potency is the fitted concentration of half-maximal effect; % of control where 0% means no effect; nearly all actives have a fitted effect of over 65% in size
#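 Luminescent ARE reporter assay in AREc32_Fluc cells: overnight plating at 37 deg C, 24 hr compound incubation, Steady-Glo added, 30 min RT before reading.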
# EPAC2 ag – agonists of human EPAC2 (RAPGEF4); EPAC2 activation, biochemical qHTS; response scale: 100% = 6.5 mM cAMP response; Potency, µM (titrated, usually from 154 µM), for the others: at the highest dose activation, usual class: activators; 0.079% of 360,000 active; note: potency is the fitted concentration of half-maximal effect; nearly all actives have a fitted effect of over 50% in size
#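 In this primary screen, activation is scored as increased exchange of BODIPY-GDP from Rap1B by 100 nM EPAC2, with 50 uM GDP as competitor. Signal is normalized to the 6.5 mM cAMP agonist control.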
# Nrf2 inh – blocks Nrf2 signaling. A549 ARE-Fluc reporter, luciferase luminescence, 18-24 h. Potency, µM (titrated, usually from 46 µM), inactives show at the top dose activity change, negative = inhibition, actives largely listed as inhibitors. 2.1% of 360,000 active; note: potency is the fitted concentration of half-maximal effect; % is set by controls: 0 for no effect and ±100 for the full control effect; nearly all actives have a fitted effect of over 60% in size
#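 In this cell-based qHTS, ARE-driven firefly luciferase in A549 cells reports Nrf2 activity; the luminescent signal after BugLite lysis is the measured value, with a prior CellTiter-Fluor read for cell health.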
# A549 tox – A549 cytotoxicity, counter-screen for Nrf2 inhibitors. A549 ARE-Fluc cells, CellTiter-Fluor viability, 18-24 h. AID 504648. 0.16% of 390,000 active. Potency, µM (series often up to 46 µM), without a hit: at the top dose activity change, negative = cytotoxicity, actives largely listed as inhibitors; note: potency is the fitted concentration of half-maximal effect; % is set by controls: 0 for no effect and ±100 for the full control effect
#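 A549 ARE-Fluc cells in 5% FBS OPTI-MEM, 5000 cells/well, rested 2 h then exposed to compounds in concentration-response for 18-24 h at 37 °C. Viability by CellTiter-Fluor fluorescence (Ex 405/Em 525) after 30 min; luciferase luminescence (BugLite, 15 min, RT) read afterwards.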
# TGFb SMAD3 inh – TGF-b pathway inhibition; HepG2 CAGA-GFP TGF-b/SMAD3 reporter, GFP fluorescence, 18 h; TGF-beta stimulated, 500 pg/mL final; Potency, µM (highest dose often 46.1 µM), inactives show top-dose activity, negative = inhibition, usual class: inhibitors; 1.2% of 410,000 active; note: potency is the fitted concentration of half-maximal effect; % is set by controls: 0 for no effect and ±100 for the full control effect; nearly all actives have a fitted effect of over 65% in size
#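 Using HEPG2 CAGA-GFP reporter cells at 1000 cells/well, we pinned test compounds, stimulated with recombinant TGF-beta (500 pg/mL final) and measured total well GFP after 18 h.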
# MmCpn inh – inhibitors of Methanococcus maripaludis chaperonin (MmCpn). purified Mm-Cpn ATPase, ADP Transcreener TR-FRET. Potency, µM (top dose mostly 76.9 µM), inactives show top-dose activity, negative = inhibition, hits mostly inhibitors. 0.031% of 330,000 active; note: potency is the fitted concentration of half-maximal effect; % is set by controls: 0 for no effect and ±100 for the full control effect; nearly all actives have a fitted effect of over 80% in size
#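 Eu-cryptate anti-ADP/ADP-d2 competition gives a ratio inversely related to ADP. Enzyme at 25 nM was pre-exposed to compound for 10 min, then given 10 uM ATP for 30 min, 37°C throughout.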
# CCT chaperon mod – modulators of cytosolic chaperonin (CCT/TRiC) activity; 0.3% of 360,000 active; activity change, % (test concentration not listed), hits read low; purified chaperonin ATPase assay, HTRF ADP detection, 30 min; AID 651819; in the data active = activity change below about -30%; note: % is set by controls: 0 for no effect and ±100 for the full control effect
#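 We incubate TRiC, 40 or 20 nM final, with library compounds at 76 uM and 10 uM ATP for 30 min at 37 °C. ADP formed is detected with Transcreener HTRF reagents after 30 min at room temperature.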
# * = called active by the depositor; i = inactive; ? = inconclusive; . = not tested or not shown; [ ] = remark or other dose. Unless noted, calls come from the whole dose curve; as a rule, active = well fitted curve in the direction sought with a large enough effect; inconclusive = small, poorly fitted or top-dose-only effect, or another doubt; inactive = no such curve, though single readings can be large; an effect the other way counts as inactive or inconclusive.
entry	SMILES	Nrf2 inh	Nrf2 activator	CCT chaperon mod	EPAC2 ag	EPAC2 antagonist	TGFb SMAD3 inh	pAkt inh	A549 tox	MmCpn inh
1	c1ccc2c(c1)nc(NCC1CCCO1)c1nnnn12 (stereo not drawn)	13.5%	8.4%	1.3	7.5%	1.3%	2.7%	i	-1.6%	-3.0%
2	COc1ccc(SC[C@H](Cc2ccccc2)N2CC[C@@H](C)CCC2=O)cc1	8.4%	0.4%	2.0	6.5%	?	?	i	-6.1%	1.0%
3	CCCCc1nnc(NC(=O)c2ccc3[nH]c(=O)c(=O)[nH]c3c2)s1	11.3%	4.4%	0.1	-0.7%	-11.5%	-1.6%	.	14.3%	3.5%
4	S=C(NCc1ccco1)N1CCN(c2nc(-c3ccccc3)cs2)CC1	?	3.8%	-1.9	20.7%	-2.4%	-31.3%	i	4.4%	-5.2%
5	COc1cc(C(=S)N2CCC(C)CC2)ccc1O	18.4µM*	0.1%	-0.6	10.9%	6.4%	?	i	.	2.3%
6	NC(=O)CSCc1nc2ccccc2s1	?	2.4%	0.9	?	-22.3%	7.5%	.	1.2%	-0.3%
7	COc1ccc(-c2nnc(SCC(=O)NCc3ccco3)n2C)cc1	-3.6%	-0.6%	0.5	11.9%	5.4%	-3.2%	i	-1.5%	-0.2%
8	COc1ccc(OCC(O)Cn2cnc(-c3ccc(Br)cc3)c2)cc1 (stereo not drawn)	-19.5%	2.9%	-2.3	0.5%	-6.8%	-24.7%	i	-3.0%	0.5%
9	ClC(/C=N/n1cnnc1)=C/c1ccccc1	18.1%	?	-1.3	4.1%	1.2%	?	i	1.0%	-0.8%
10	O=C(Cn1cnc2cc([N+](=O)[O-])ccc2c1=O)NC(=O)NCc1ccccc1	-29.1%	2.9%	0.4	3.8%	3.5%	0.4%	i	-6.0%	1.1%
11	CSc1nnc(-c2cc(-c3ccc(C)cc3)nc3ccccc23)o1	?	0.1%	-0.9	10.2%	5.7%	0.8%	i	-0.5%	-3.4%
12	CCOc1ccc(S(=O)(=O)NCC2(N3CCCCC3)CCCCC2)cc1	0.4%	0.2%	-1.5	-3.9%	-2.1%	-5.1%	i	-1.9%	-0.8%
13	CCOC(=O)c1c(-c2ccccc2)csc1NC(=O)c1nc(S(=O)(=O)CC)ncc1Cl	17.5%	0.1%	.	.	.	?	.	-27.8%	.
14	Cc1ccc(C2=NN(C(=O)CSc3nc(N)cc(N)n3)C(c3ccco3)C2)cc1 (stereo not drawn)	-0.2%	-0.1%	-0.1	8.5%	-1.1%	8.3%	i	-6.2%	-2.7%
15	CC(CNCc1ccc2c(c1)OCO2)NCc1ccc2c(c1)OCO2 (stereo not drawn)	12.2%	3.6%	1.2	3.2%	-7.1%	6.0%	i	0.0%	-2.4%
16	Cc1ccc(-c2cnc(C3CC3)o2)cc1S(=O)(=O)Nc1ccccc1	?	4.2%	-2.5	21.1%	-22.8%	-27.0%	.	14.3%	4.0%
17	COc1cc(C(=O)OCC(=O)NC23CC4CC(CC(C4)C2)C3)cc(OC)c1OC	-7.7%	1.7%	0.8	22.3%	1.8%	-9.8%	i	-1.4%	0.3%
18	Cc1ccc(OCC(=O)Nc2ccc3nc(SCC(=O)N4CCCC4)sc3c2)cc1	?	-0.1%	.	.	.	0.0%	.	-12.0%	.
19	COc1ccc(OC)c(CNc2ccc3c(c2)CCC3)c1	?	5.3%	-1.5	4.2%	-11.4%	-14.8%	i	11.4%	1.0%
20	CCCCSc1nc(C)cc(SCC(=O)N/N=C/c2ccccc2)n1	-2.4%	0.3%	-2.0	-7.7%	13.5%	-27.9%	i	-0.3%	-0.5%

# Pulled by structure from above (4):
entry	SMILES	Nrf2 inh	Nrf2 activator	CCT chaperon mod	EPAC2 ag	EPAC2 antagonist	TGFb SMAD3 inh	pAkt inh	A549 tox	MmCpn inh
6	NC(=O)CSCc1nc2ccccc2s1	?	2.4%	0.9	?	-22.3%	7.5%	.	1.2%	-0.3%
14	Cc1ccc(C2=NN(C(=O)CSc3nc(N)cc(N)n3)C(c3ccco3)C2)cc1 (stereo not drawn)	-0.2%	-0.1%	-0.1	8.5%	-1.1%	8.3%	i	-6.2%	-2.7%
2	COc1ccc(SC[C@H](Cc2ccccc2)N2CC[C@@H](C)CCC2=O)cc1	8.4%	0.4%	2.0	6.5%	?	?	i	-6.1%	1.0%
9	ClC(/C=N/n1cnnc1)=C/c1ccccc1	18.1%	?	-1.3	4.1%	1.2%	?	i	1.0%	-0.8%

# Other structures
entry	SMILES	Nrf2 inh	Nrf2 activator	CCT chaperon mod	EPAC2 ag	EPAC2 antagonist	TGFb SMAD3 inh	pAkt inh	A549 tox	MmCpn inh
21	CN(C#N)c1nccc(-c2cccs2)n1	?	?	0.4	2.7%	4.4%[57.1 µM]	1.9%	i	-5.0%	0.8%
22	COc1ccc(C(=O)c2ccc(N3CCOCC3)cc2)c(OC)c1	13.5%	1.9%	1.5	-2.6%	-4.1%	-1.4%	i	-8.9%	0.2%
23	CC(C)(C)C(=O)/C=c1\s/c(=C\c2ccc(-c3ccc([N+](=O)[O-])cc3)o2)c(=O)n1CC(=O)NC(N)=O	-1.0%	16.0%	0.1	7.5%	28.5%	26.1%	i	-10.9%	-5.4%
24	CNC(=O)NC(=O)C(C)OC(=O)c1cc2c(s1)CCCCC2 (stereo not drawn)	?	-0.8%	0.7	-10.8%	-5.7%	-3.6%	i	4.8%	-0.9%
25	COc1cccc(N2CCN(C(=O)c3ccc(CS(=O)c4cccc(Cl)c4)o3)CC2)c1 (stereo not drawn)	?	-0.2%	.	.	.	?	.	-14.2%	.
26	COC(=O)CCNc1ccc2c(c1)OCCO2	?	0.0%	-0.2	6.2%	-1.3%	4.0%	i	6.3%	-1.9%
27	Cc1nc2nc(-c3cccs3)[nH]c2cc1Br	?	?	-5.8	-4.4%	-27.2%	-25.1%	i	-17.0%	.
28	CCC(Oc1ccccc1)C(=O)Nc1ccc(S(=O)(=O)Nc2cc(C)on2)cc1 (stereo not drawn)	0.6%	-1.3%	-0.3	4.4%	0.9%	7.4%	i	-11.5%	-8.4%
29	OC(CCN1CCC2CCC(C2)C1)c1ccc(Br)cc1 (stereo not drawn)	-1.1%	-0.3%	1.1	2.0%	-7.6%	-8.2%	i	8.1%	.
30	CC(C)N(CC#CCC(O)(c1ccccc1)C1CCCC1)CCO (stereo not drawn)	12.4%	-0.4%	-1.4	4.9%	4.1%	0.7%	i	0.4%	2.1%
31	CCOC(=O)N(C)c1c(CC)nc2c(OCc3cc(Cl)cc(Cl)c3)cccn12	.	7.0%[9.22 µM]	0.7	12.5%	5.2%	?	i	.	.
32	COc1cccc(C(=O)N2CCC(C(=O)Nc3cccc(Cl)c3)CC2)c1	-1.3%	0.5%	.	.	.	-2.4%	.	-0.2%	.
33	CCCCn1c(N)c(N(CCC(C)C)C(=O)COC(=O)c2ccc(CC)cc2)c(=O)[nH]c1=O	10.9%	-0.5%	-3.8	-0.9%	-0.6%	7.3%	i	7.1%	0.9%
34	CCOC(=O)C1CCN(S(=O)(=O)CCNC(=O)c2ccccc2)CC1	-18.0%	0.0%	2.5	7.2%	6.7%	0.7%	i	-4.8%	0.8%
35	Cc1nc(NC(=O)CSc2cc(C)c3ccccc3n2)c(Cl)cc1Cl	21.7%	-0.2%	-16.6	6.6%	-13.4%	2.5%	i	3.4%	-1.1%
36	O=C(O)CSCc1nc2cccnc2n1C1CCCCC1	-2.5%	3.9%	-4.9	5.3%	1.4%	0.0%	i	3.7%	1.0%
37	C=CCNC(=O)c1ccccc1NS(=O)(=O)c1ccc(OC)c(C(=O)N2CCOCC2)c1	3.9%	0.2%	-4.8	11.4%	-4.7%	3.6%	i	0.1%	0.6%
38	O=C(Nc1cccc(S(=O)(=O)C(F)F)c1)c1ccc(S(=O)(=O)N2CCCC2)cc1	5.8µM*	0.1%	4.3	-8.1%	8.7%	1.0%	i	?	2.5%
39	CCOC(=O)C1C(=O)C=C(C)C(C(=O)OCC)C1c1ccc(OC)cc1 (stereo not drawn)	2.7%	-0.4%	-0.7	8.1%	0.1%	12.2%	i	-4.2%	1.0%
40	Cc1ccc(C2=NOC(=O)/C2=C\c2ccc(C)o2)cc1	19.5%	4.6%	0.1	-1.1%	18.6%	0.0%	i	-0.3%	3.8%
41	COC(=O)c1oc2ccc(OC)cc2c1N	20.3%	2.1%	1.2	3.3%	5.5%	6.9%	i	-2.5%	0.8%
42	COc1ccc(OC)c2sc(NC(=O)C(C)C)nc12	-2.8%	4.1%	-0.5	8.9%	0.4%	2.1%	i	-1.3%	0.0%
43	CCCc1nnc(NC(=O)CCC(=O)N2CCN(C3CCCC3)CC2)s1	7.0%	-0.2%	-0.3	2.2%	1.9%	8.1%	i	-0.4%	1.6%
44	Cc1cc(C)c2c(N)c(C(=O)Nc3ccccc3F)sc2n1	6.2%	0.2%	0.1	11.1%	2.0%	-27.8%	i	-2.7%	-15.0%
45	O=S(=O)(c1ccc(Br)s1)N1CCN(Cc2ccc3c(c2)OCO3)CC1	-8.8%	-0.8%	-2.7	0.6%	-0.4%	0.0%	i	6.1%	-1.0%
46	O=C(NCC(c1ccco1)N1CCN(c2ccccc2F)CC1)c1ccc2c(c1)OCO2 (stereo not drawn)	-17.0%	-0.7%	0.7	3.8%	1.0%	-17.7%	i	?	2.3%
47	COC(=O)[C@@]1(Cc2ccc(F)cc2)[C@H]2c3cc(C(=O)N4CCCC4)n(CCCNc4ncc(C(F)(F)F)cc4Cl)c3C[C@H]2CN1C(=O)c1ccccc1	?	4.7%	-0.7	-4.8%	-0.9%	-35.9%	i	-14.0%	-3.3%
48	Cn1ccsc1=NC(=O)c1ccc(Cl)cc1	?	7.3%	-2.7	-6.9%	10.4%	-11.4%	i	1.9%	-4.7%
49	Cc1nnc(C)n1/N=C/c1cc(Br)cc(Br)c1O	-21.2%	-0.2%	1.2	1.2%	-15.0%	-2.4%	i	-0.3%	-3.4%

# A portion of the library. The share of hits here may be higher or lower than overall.
